JMJD2A Tudor inh: inhibitors of human JMJD2A Tudor domain; O75164; Potency, µM (titrated, usually from 114 µM), without a hit: top-dose activity change, negative = inhibition, actives largely listed as inhibitors; actives 4.4% (n = 390,000); AlphaScreen JMJD2A-Tudor / H3K4me3 peptide binding; note: potency is the fitted concentration of half-maximal effect; % is set by controls: 0 for no effect and ±100 for the full control effect; nearly all actives have a fitted effect of over 50% in size
Pin1 inhibitor: blocks the human prolyl isomerase Pin1 | Pin1 FP peptide displacement, HiFluor488, 10 min | Potency, µM (titrated, usually from 115 µM), without a hit: top-dose activity, negative = inhibition, actives largely listed as inhibitors | actives 0.009% (n = 390,000); active = well fitted inhibition curve with a large enough effect in the polarisation, with a control signal flat, not every such curve was filed as active; inconclusive = small, poorly fitted or top-dose-only effect, or effect the other way, or a change in a side signal; inactive = no such curve, though single readings can be large or run the other way; the % refers to the polarisation; note: potency is the fitted concentration of half-maximal effect; % is set by controls: 0 for no effect and ±100 for the full control effect
Pol eta inh: DNA polymerase eta (human) inhibition; recombinant Pol eta, fluorescent DNA replication assay; actives 1.2% (n = 390,000); Potency, µM (highest dose often 114 µM), without a hit: at the top dose activity change, negative = inhibition, hits mostly inhibitors; Q9Y253; AID 588591; note: potency is the fitted concentration of half-maximal effect; % is set by controls: 0 for no effect and ±100 for the full control effect
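Pol eta (10 nM) was preincubated with compounds for 15 min at room temperature, after which fluorescent replication substrate (50 nM final) was added to start the reaction. Fluorescence was read kinetically at 0 and 10 min.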
PI4K2A block: PI4K2A (human) kinase inhibition; activity change, negative = inhibition, % at 76.9 µM; AID 1346378; Q9BTU6; purified PI4K2A, ADP-Glo luminescence, 1 h; stronger effect = lower value; actives 0.13% (n = 420,000); in the data active = activity change below about -50%; inconclusive = mostly about -30% to -49%;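 note: -100% = wells without enzyme as full effect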
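PI4K2A activity was measured by ADP-Glo luminescence: enzyme (4 ug/mL stock) and phosphatidylinositol (1.2 mM stock) in Tris pH 7.5/MgCl2/EGTA/Triton X-100 buffer were reacted with ATP (300 microM stock) for one hour at ambient temperature.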
G9a inh: inhibitors of human histone lysine methyltransferase G9a | Q96KQ7 | G9a H3K9 monomethylation, AlphaScreen, 2 h | Potency, µM (series often up to 102 µM), for inactives: at the top dose activity, negative = inhibition, usual class: inhibitors | actives 8.8% (n = 350,000) | AID 504332; note: potency is the fitted concentration of half-maximal effect; % is set by controls: 0 for no effect and ±100 for the full control effect; nearly all actives have a fitted effect of over 75% in size
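G9a (20 nM) preincubated 15 min RT with compounds, then 500 nM biotinylated H3K9 peptide and 20 uM SAM added; 2 h RT reaction. Monomethyl-H3K9 product detected by AlphaScreen with anti-H3K9me1 antibody, streptavidin donor and anti-rabbit IgG acceptor beads.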
BAZ2B block: blocks human BAZ2B | Q9UIF8 | AlphaScreen BAZ2B-H3K14Ac peptide displacement | Potency, µM (series often up to 114 µM), for the others: at the highest dose activity change, negative = inhibition, actives largely listed as inhibitors | actives 4.4% (n = 360,000) | AID 504333; note: potency is the fitted concentration of half-maximal effect; % is set by controls: 0 for no effect and ±100 for the full control effect; nearly all actives have a fitted effect of over 60% in size
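BAZ2B (50 nM) with biotin-H3(5-23)K14Ac peptide (50 nM) in PBS pH 7.4, 0.01% Tween-20, preformed 30 min, then compound 30 min at room temperature; top concentration 110uM. AlphaScreen streptavidin donor/nickel chelate acceptor beads (10 ug/mL final), 20 min dark, signal read.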
GLS inhibitor: glutaminase GLS (human) inhibition | GLS enzymatic activity, qHTS titration | Potency, µM (top dose mostly 45.5 µM), without a hit: at the top dose activity change, negative = inhibition, hits mostly inhibitors | actives 0.21% (n = 410,000) | AID 624170; note: potency is the fitted concentration of half-maximal effect; % is set by controls: 0 for no effect and ±100 for the full control effect
Target sequence (O94925 whole entry, looked up): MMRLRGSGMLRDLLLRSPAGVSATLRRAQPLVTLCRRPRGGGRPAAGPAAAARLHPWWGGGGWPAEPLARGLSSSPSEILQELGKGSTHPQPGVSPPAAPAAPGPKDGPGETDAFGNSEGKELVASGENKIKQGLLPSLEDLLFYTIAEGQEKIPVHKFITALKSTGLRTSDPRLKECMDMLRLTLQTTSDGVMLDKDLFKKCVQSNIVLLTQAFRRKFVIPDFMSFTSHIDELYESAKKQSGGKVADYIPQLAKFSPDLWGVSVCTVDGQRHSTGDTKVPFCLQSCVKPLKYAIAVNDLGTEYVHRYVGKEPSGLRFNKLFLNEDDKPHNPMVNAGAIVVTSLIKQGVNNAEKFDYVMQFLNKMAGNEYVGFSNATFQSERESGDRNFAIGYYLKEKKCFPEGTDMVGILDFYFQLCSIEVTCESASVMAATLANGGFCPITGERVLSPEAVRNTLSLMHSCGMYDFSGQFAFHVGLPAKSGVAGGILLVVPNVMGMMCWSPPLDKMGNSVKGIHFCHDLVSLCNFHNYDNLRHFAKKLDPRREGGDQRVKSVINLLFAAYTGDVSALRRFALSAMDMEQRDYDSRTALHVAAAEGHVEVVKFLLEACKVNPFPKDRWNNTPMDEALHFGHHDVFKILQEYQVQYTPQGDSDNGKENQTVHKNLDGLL
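Glutamate formation by hKGA was monitored fluorometrically using coupled glutamate oxidase, HRP and Amplex Red. Substrate was added as 1 mM L-glutamine solution; incubation was 30 min at RT after an initial read.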
HP1b chromo inh: inhibitors of HP1-beta chromodomain binding to methylated histone tails. AlphaScreen HP1-beta / biotin-H3K9me3 peptide binding. Potency, µM (highest dose often 114 µM), inactives show at the highest dose activity change, negative = inhibition, usual class: inhibitors. AID 540317. actives 0.56% (n = 390,000); note: potency is the fitted concentration of half-maximal effect; nearly all actives have a fitted effect of over 70% in size; inactives centre near 23
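Compound inhibition of the preformed complex between 50 nM HP1-beta and 50 nM biotinylated H3K9me3 peptide was read by AlphaScreen. Buffer was PBS pH 7.4 with 0.01% Tween-20. Incubations ran 30 min at room temperature, with 10 ug/mL donor/acceptor beads.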
Tb PGK inh: inhibitors of T. brucei phosphoglycerate kinase; P07378; PGK/GAPDH coupled, Kinase-Glo luminescence, 60 min; Potency, µM (top dose mostly 57.5 µM), for the others: top-dose activity change, negative = inhibition, usual class: inhibitors; actives 0.043% (n = 380,000); AID 602233; note: potency is the fitted concentration of half-maximal effect; % is set by controls: 0 for no effect and ±100 for the full control effect; nearly all actives have a fitted effect of over 60% in size
Target sequence (P07378 whole entry, looked up): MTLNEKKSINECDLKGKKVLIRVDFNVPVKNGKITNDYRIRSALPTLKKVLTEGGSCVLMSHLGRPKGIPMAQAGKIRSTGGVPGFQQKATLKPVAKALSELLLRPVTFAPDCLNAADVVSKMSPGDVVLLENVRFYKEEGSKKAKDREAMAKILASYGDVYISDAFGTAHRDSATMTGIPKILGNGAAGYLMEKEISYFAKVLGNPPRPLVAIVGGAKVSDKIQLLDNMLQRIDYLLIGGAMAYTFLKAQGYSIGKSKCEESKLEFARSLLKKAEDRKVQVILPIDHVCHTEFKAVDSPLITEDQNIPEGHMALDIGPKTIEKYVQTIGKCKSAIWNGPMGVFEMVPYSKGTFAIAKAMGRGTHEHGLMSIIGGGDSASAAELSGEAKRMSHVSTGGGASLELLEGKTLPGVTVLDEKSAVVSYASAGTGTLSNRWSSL
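Recombinant glycosomal PGK reaction used 1,3-bisphosphoglycerate generated in-well by GAPDH (100nM final) in 100mM TEA pH 7.6, 5mM MgCl2, 0.01% Tween-20. After 60 minutes at room temperature, ATP was read by Kinase-Glo Plus luminescence end-point.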
Starred values were filed as active, the others as inactive; i = inactive; ? = inconclusive; / = not tested or not shown; [ ] = another dose, or the depositor's remark. Unless noted, calls come from the whole dose curve; as a rule, active = well fitted curve in the direction sought with a large enough effect; inconclusive = small, poorly fitted or top-dose-only effect, or another doubt; inactive = no such curve, though single readings can be large; an effect the other way counts as inactive or inconclusive.

(1) CC1N=C2c3ccccc3N=C(SCC(=O)NCCc3ccccc3)N2C1=O (stereo not given)
(2) CC(C)(CNC(=O)c1sc2cc(Cl)ccc2c1Cl)N1CCOCC1
(3) CC(C)c1ccc(C(CC(=O)c2ccc(Cl)cc2)C(=O)O)cc1 (stereo not given)
(4) Cc1cccc(C)c1OCc1n[nH]c(=S)o1
(5) COCCN(C(=O)COC(=O)c1cc(C)n(-c2ccccc2)c1C)c1c(N)n(Cc2ccccc2)c(=O)[nH]c1=O
(6) O=C(Nc1cc(Cl)cc(Cl)c1)c1ccno1

compound no.	1	2	3	4	5	6
JMJD2A Tudor inh	-28%	-1%	-14%	-28%	-34%	6%
Pin1 inhibitor	-8%	-3%	-5%	-2%	6%	-6%
Pol eta inh	-1%	-23%	-11%	4%	-11%	-6%
PI4K2A block	6	-2	-2	0	0	10
G9a inh	?	-26%	-1%	2.2µM*	?	-4%
BAZ2B block	0%	5%	-27%	-3%	?	1%
GLS inhibitor	-32%	3%	13%	12%	5%	-23%
HP1b chromo inh	10%	49%[activator]	23%	42%[activator]	-31%	32%
Tb PGK inh	i	3%	-4%	1%	-3%	-8%

(7) COc1cc(C(=O)Nc2nc(-c3ccc(C)cc3)cs2)ccc1OCC(=O)N1CCOCC1
(8) Cc1nn(C)cc1N1C(=O)c2cccc3c(N)ccc(c23)C1=O
(9) CC(CCc1ccccc1)NC(=O)CSc1ccccc1 (stereo not given)
(10) O=C(NCc1ccc(F)cc1)c1ccc(CNc2c(N3CCOCC3)c(=O)c2=O)cc1
(11) O=C(CSc1ncccc1-c1nc2ccccc2[nH]1)N1CCc2ccccc21
(12) CN(CC(=O)NCCCN1CCOCC1)S(=O)(=O)c1cc(Cl)ccc1Cl

compound no.	7	8	9	10	11	12
JMJD2A Tudor inh	-26%	15%	3%	-11%	-10%	-6%
Pin1 inhibitor	14%	/	1%	6%	27%	-13%
Pol eta inh	-7%	-19%	-17%	-10%	-11%	-6%
PI4K2A block	-4	7	10	6	0	1
G9a inh	8%[59 µM]	/	5%[59 µM]	-5%	24%[59 µM]	/
BAZ2B block	0%	1%	1%	1%	0%	-6%
GLS inhibitor	0%	9%	15%	-1%	-8%	14%
HP1b chromo inh	11%	44%[activator]	24%	3%	37%	21%
Tb PGK inh	/	0%	0%	-1%	-5%	7%

(13) CNc1oc(-c2ccc(Cl)cc2)nc1C#N
(14) Cc1c(-c2ccc(OCCN3CCCCC3)cc2)c(=O)oc2ccc3ccccc3c12
(15) CCOc1ccc(N(CC(=O)NCc2ccccc2)S(=O)(=O)c2ccc(C)cc2)cc1
(16) COc1ccc(OC)c(CNC(=O)CSc2c3c(nc4cc(Cl)ccc24)CCCC3)c1
(17) O=C(NCc1ccccn1)c1cc(-c2ccccc2Cl)on1
(18) CC(C)OCC1CC(CC(=O)NC(=S)Nc2cccc([N+](=O)[O-])c2)C(=O)O1 (stereo not given)

compound no.	13	14	15	16	17	18
JMJD2A Tudor inh	-15%	/	-16%	-14%	9%	-23%
Pin1 inhibitor	-5%	/	10%	1%	1%	-10%
Pol eta inh	-12%	-6%	-10%	-14%	-9%	-8%
PI4K2A block	2	-3	2	-1	-2	2
G9a inh	-33%	/	10%	5%[59 µM]	44%[activator]	-25%[59 µM]
BAZ2B block	-31%	/	0%	-15%	-5%	4%
GLS inhibitor	9%	-7%	0%	1%	-14%	22%
HP1b chromo inh	-7%	/	30%	31%	55%[activator]	7%
Tb PGK inh	-5%	9%	i	-5%	-4%	/

(19) Nc1nnc(SCC(=O)Nc2ccc(F)c(Cl)c2)n1-c1ccccc1
(20) Cc1nc2cc(C(F)(F)F)ccc2n1CCNc1nc(-c2ccc([N+](=O)[O-])c(Cl)c2)cs1
(21) Cc1ccc(-c2nc(C)c(CCNC(=O)C(=O)Nc3ccc4c(c3)OCO4)s2)cc1
(22) COc1ccc(CC(=O)OCC(=O)Nc2ccc(OC(F)F)cc2)cc1OC
(23) O=c1oc2ccccc2cc1-c1cn2cc(Cc3ccccc3F)sc2n1
(24) O=C1NCCN1CCNS(=O)(=O)c1ccc2ccccc2c1

compound no.	19	20	21	22	23	24
JMJD2A Tudor inh	-3%	-35%	-4%	-11%	4%	-7%
Pin1 inhibitor	-11%	-7%	0%	2%	-1%	-2%
Pol eta inh	6%	-17%	-15%	-7%	-7%	-20%
PI4K2A block	7	1	0	2	3	1
G9a inh	-22%[12.7 µM]	?	7%[59 µM]	?	17%[59 µM]	0%
BAZ2B block	-3%	-38%	5%	-3%	0%	-1%
GLS inhibitor	4%	-4%	0%	-6%	9%	2%
HP1b chromo inh	30%	9%	28%[57 µM]	31%[activator]	30%	33%
Tb PGK inh	-1%	-2%	9%	-9%	4%	15%

Arranged by SMILES length (smallest number first): 4 of the compounds above.
(4) Cc1cccc(C)c1OCc1n[nH]c(=S)o1
(17) O=C(NCc1ccccn1)c1cc(-c2ccccc2Cl)on1
(23) O=c1oc2ccccc2cc1-c1cn2cc(Cc3ccccc3F)sc2n1
(22) COc1ccc(CC(=O)OCC(=O)Nc2ccc(OC(F)F)cc2)cc1OC

compound no.	4	17	23	22
JMJD2A Tudor inh	-28%	9%	4%	-11%
Pin1 inhibitor	-2%	1%	-1%	2%
Pol eta inh	4%	-9%	-7%	-7%
PI4K2A block	0	-2	3	2
G9a inh	2.2µM*	44%[activator]	17%[59 µM]	?
BAZ2B block	-3%	-5%	0%	-3%
GLS inhibitor	12%	-14%	9%	-6%
HP1b chromo inh	42%[activator]	55%[activator]	30%	31%[activator]
Tb PGK inh	1%	-4%	4%	-9%

The listing continues.
(25) Cn1c(C(=O)NCCc2ccsc2)cc2c(=O)n(C)c3ccccc3c21
(26) Cc1cc(-c2nn(-c3ccccc3F)cc2CN2CCN(c3ccncc3)CC2)c(C)s1
(27) COc1cc(/C=N\NC(=O)CNC(=O)C(c2ccccc2)c2ccccc2)ccc1O
(28) Cc1ccc2c(=O)cc(C(=O)Nc3sc4c(c3C(=O)NCc3cccnc3)CCCC4)oc2c1
(29) Cc1ccc(S(=O)(=O)NCC(=O)OCc2ccccc2Br)cc1
(30) COc1cccc(/C=C/C(=O)OCC(=O)c2cc(C)n(CC3CCCO3)c2C)c1OC (stereo not given)

compound no.	25	26	27	28	29	30
JMJD2A Tudor inh	-6%	?	-18%	-17%	4%	-24%
Pin1 inhibitor	14%	-7%	0%	-3%	?	8%
Pol eta inh	0%	-1%	-5%	-12%	-12%	-17%
PI4K2A block	-5	-1	3	2	2	-5
G9a inh	?	-31%	7%	-4%[59 µM]	68%[activator]	?
BAZ2B block	-18%	-25%	-24%	-18%	13%	-11%
GLS inhibitor	14%	8%	11µM*	-2%	-2%	-3%
HP1b chromo inh	42%[activator]	-17%	0%	29%	43%[activator]	1%
Tb PGK inh	-8%	6%	1%	i	7%	-10%

(31) CC(=O)Nc1ccc(NC(=O)c2nc(S(=O)(=O)Cc3ccc(F)cc3)ncc2Cl)cc1
(32) O=c1c(NCc2cccs2)nccn1-c1ccccc1
(33) CCCn1c(=O)c(C(=O)NCc2ccccc2OC)c(O)c2ccccc21
(34) O=C(Oc1cc(=O)oc2ccccc12)c1ccccc1
(35) CCn1c(NC(=O)c2ccc(C)cc2)c2ccccc2nc1=O
(36) CO/N=C/NC(=O)NOCc1ccc(Cl)cc1Cl

compound no.	31	32	33	34	35	36
JMJD2A Tudor inh	-11%	-31%	25%	-12%	-18%	-2%
Pin1 inhibitor	-1%	2%	0%	-6%	-5%	-11%
Pol eta inh	-11%	-5%	-16%	-22%	-4%	-11%
PI4K2A block	?	3	0	1	7	6
G9a inh	?	?	68%[activator]	8%[59 µM]	-36%	-2%[12.7 µM]
BAZ2B block	1%	?	-34%	-10%	2%	7%
GLS inhibitor	9%	2%	-4%	-5%	-6%	21%
HP1b chromo inh	40%[activator]	-14%	101%[activator]	39%	16%	40%[activator]
Tb PGK inh	-5%	-3%	-2%	-1%	-2%	5%

(37) CC(C)(C)NC(=O)COc1ccc(CNCc2cccnc2)cc1
(38) Cc1nc2cc(Cl)c(Cl)cc2n1CCCO
(39) Cc1ccc(OCCn2cc(C(=O)O)c3ccccc32)cc1
(40) O=C(CCc1nc(-c2cccs2)no1)NCc1ccc(F)cc1Cl
(41) O=C(Cc1cccs1)N=Nc1c(O)[nH]c2ccc(Br)cc12
(42) CCOC(=O)/C(C#N)=C/NC(=O)NC(C)(C)C
(43) O=C(NC(=S)N1CCN(C/C=C/c2ccccc2)CC1)c1ccc(Cl)nc1
(44) CCCNC(=S)Nc1cccc(C(F)(F)F)c1
(45) O=C(CSc1nnc(-c2ccc(Cl)cc2)n1Cc1ccco1)c1cccs1

compound no.	37	38	39	40	41	42	43	44	45
JMJD2A Tudor inh	89µM*	6%	-6%	-6%	?	-8%	-31%	-5%	?
Pin1 inhibitor	-2%	-1%	-2%	4%	-5%	1%	-4%	-3%	55%[activator]
Pol eta inh	-21%	-11%	3%	-8%	0%	-7%	-4%	-7%	?
PI4K2A block	2	0	-4	-6	-9	0	0	-3	-10
G9a inh	-37%	-3%[59 µM]	13%	-29%	?	5%[59 µM]	/	20%[59 µM]	?
BAZ2B block	?	-1%	7%	3%	?	3%	?	11%	-34%
GLS inhibitor	3%	-16%	0%	0%	3%	1%	7%	2%	-5%
HP1b chromo inh	35%	23%	0%	46%[activator]	-10%	9%	53%[activator]	41%[activator]	8%
Tb PGK inh	0%	1%	-6%	6%	-10%	4%	i	-6%	-6%

High-throughput results from PubChem.

Not all compounds are listed. The share of hits here may be higher or lower than overall.
